ADAM17 inh: ADAM17 inhibitors, primary screen, biochemical, QFRET | inhibition, % at 6.95 µM | recombinant ADAM17, EDANS/DABCYL FRET peptide cleavage | 0.83% of 370,000 active | AID 720648, 2013;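 active = inhibition above the mean of compounds lying between control limits plus 3 SD, set per campaign, cut at about 8.5% in these data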;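 note: 0% = DMSO-only wells as the low control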
DDE Tn6 FP inh: inhibitors of Tn6 peptide binding to fibrin DD(E), primary screen, biochemical, fluorescence polarization, human fibrin, Tn6 probe | Fibrinogen beta chain (Homo sapiens), P02675 | Fibrin DD(E) TRITC-Tn6 fluorescence polarization displacement | inhibition, % at 8.3 µM | 0.21% of 370,000 active | AID 720509, 2013;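 active = inhibition above a per-campaign cutoff: mean of compounds within control limits plus 3 SD, cut at about 15% in these data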;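 note: 0% = median of all compound wells on the plate and 100% = blocking peptide control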
Target sequence (P02675 whole entry, looked up): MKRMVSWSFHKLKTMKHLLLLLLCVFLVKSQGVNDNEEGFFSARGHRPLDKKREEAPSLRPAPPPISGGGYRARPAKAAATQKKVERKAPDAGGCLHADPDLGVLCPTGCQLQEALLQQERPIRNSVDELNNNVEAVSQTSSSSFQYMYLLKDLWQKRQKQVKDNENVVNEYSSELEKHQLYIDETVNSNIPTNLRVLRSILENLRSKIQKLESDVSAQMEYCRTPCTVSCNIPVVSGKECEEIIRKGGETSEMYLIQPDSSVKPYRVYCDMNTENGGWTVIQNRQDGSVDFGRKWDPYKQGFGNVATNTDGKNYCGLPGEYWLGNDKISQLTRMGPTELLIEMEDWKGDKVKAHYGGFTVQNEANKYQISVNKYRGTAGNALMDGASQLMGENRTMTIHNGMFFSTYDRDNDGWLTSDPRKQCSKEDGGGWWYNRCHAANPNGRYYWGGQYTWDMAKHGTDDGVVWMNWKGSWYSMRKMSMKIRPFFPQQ
PLCg1 inh: PLC-gamma1 enzyme inhibitors, primary screen, biochemical, fluorescence, purified enzyme | 1-phosphatidylinositol 4,5-bisphosphate phosphodiesterase gamma-1 (Homo sapiens), P19174 | fluorogenic substrate | inhibition, % at 12.2 µM | 0.84% of 370,000 active | AID 720700, 2013; in the data active = inhibition above about 9.5%
UHRF1 MBD2 ctr: UHRF1 methylated DNA binding inhibitors, primary screen, counter-screen for MBD2 inhibitor project, biochemical, TR-FRET, human UHRF1, single concentration | AID 687016, 2013 | inhibition, % at 4.4 µM | E3 ubiquitin-protein ligase UHRF1 (Homo sapiens), Q96T88 | 0.75% of 370,000 active | UHRF1 binding to methylated oligo; in the data active = inhibition above about 21%;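 note: UHRF1 SRA domain binding a hemimethylated CpG hairpin DNA probe; 0% = median of test compound wells and 100% = reference inhibitor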
ARFGAP1 inhibitor: inhibitors of rat ARFGAP1 GAP activity, primary screen, biochemical, fluorescence polarization, GDP tracer | ADP-ribosylation factor GTPase-activating protein 1 (Rattus norvegicus), Q62848 | Arfgap1-stimulated ARF1 GTP hydrolysis, GDP FP detection | inhibition, % at 16.5 µM | 0.26% of 360,000 active;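 active = inhibition above a per-plate limit, mean inhibition of low control wells plus 3 SD, cut at about 25% in these data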;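 note: 0% = DMSO wells with enzyme and 100% = wells lacking Arfgap1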
Target sequence (Q62848 1-136 limits assumed): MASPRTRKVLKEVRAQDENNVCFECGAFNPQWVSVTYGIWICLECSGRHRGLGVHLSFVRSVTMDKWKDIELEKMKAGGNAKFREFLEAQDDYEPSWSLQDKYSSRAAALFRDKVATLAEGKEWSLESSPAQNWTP
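System: truncated rat Arfgap1 GAP domain / Medium: HEPES-based buffer, pH 7.5 / Also added: N-terminally truncated human ARF1-GTP substrate / Incubation: enzyme reaction 120 min at 25 °C after 20 min preincubation / Measured by: FP of antibody-bound GDP Alexa 633 tracer, ex 620/em 688 nm / Replicates: singlicate, each compound tested once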
proKLK7 act: proKLK7 zymogen activators, primary screen, biochemical, fluorescence intensity; Kallikrein-7 (Homo sapiens), P49862; purified proKLK7, EDANS-DABCYL substrate fluorescence; 100% is mature enzyme control, 0% vehicle; 0.9% of 370,000 active; activation, % at 7 µM;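 active = activation above the mean of all tested compounds plus 3 SD, computed per campaign excluding outliers beyond control limits, cut at about 13% in these data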
Target sequence (P49862 whole entry, looked up): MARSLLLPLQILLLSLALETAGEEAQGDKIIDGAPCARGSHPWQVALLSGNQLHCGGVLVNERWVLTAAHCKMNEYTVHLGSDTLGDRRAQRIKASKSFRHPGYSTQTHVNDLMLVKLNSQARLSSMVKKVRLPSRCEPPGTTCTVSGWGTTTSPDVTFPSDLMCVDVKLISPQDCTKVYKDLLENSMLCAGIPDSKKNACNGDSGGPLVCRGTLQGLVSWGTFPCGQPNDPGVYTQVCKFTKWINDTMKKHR
MBD2 DNA inh: inhibitors of MBD2 binding to methylated DNA, primary screen, biochemical, TR-FRET, DNA-binding domain, human; AID 686964, 2013; MBD2 binding to methylated oligonucleotide; 0.31% of 370,000 active; inhibition, % at 4.4 µM; in the data active = inhibition above about 13%
PLC-beta3 inh: human PLC-beta3 inhibitors, primary screen, biochemical, fluorescence; inhibition, % at 12.2 µM; Purified PLC-beta3, fluorogenic substrate; AID 720704, 2013; 0.18% of 370,000 active; in the data active = inhibition above about 11%;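 note: 0% = median of compound wells on plate and 100% = full blocker control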
Tn7 DDE FP: inhibitors of Tn7 peptide binding to fibrin DD(E), primary screen, biochemical, fluorescence polarization, human fibrin, Tn7 probe; Fibrinogen beta chain (Homo sapiens), P02675; inhibition, % at 8.3 µM; AID 720508, 2013; FP displacement of FITC-Tn7 peptide from fibrin DD(E); 0% = median of compound wells per plate; 0.13% of 370,000 active;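 active = inhibition above the mean of compounds falling within the control limits plus 3 SD of them, cut at about 14% in these data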;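 note: 0% = plate median of compound wells and 100% = 10 µM Aha-Tn7 peptide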
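Measure: % inhibition scaled between sample-field median and high-control FP; Test system: human fibrin DD(E); Quantity: 2 µM final DD(E) protein; Doses: one dose, 8.3 µM nominal; Schedule: compound with protein 10 min, then 3 h after probe, room temperature; Detection: fluorescence polarization; Medium: Tris buffer with calcium and detergent, pH 7.8.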
ASAP1 inh: inhibitors of human ASAP1 ArfGAP activity, primary screen, biochemical, fluorescence polarization; Arf-GAP with SH3 domain, ANK repeat and PH domain-containing protein 1 (Homo sapiens), …; ASAP1-stimulated ARF1 GTP hydrolysis, GDP FP detection; inhibition, % at 16.5 µM; 0.19% of 360,000 active; AID 624377, 2012; in the data active = inhibition above about 25%;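 note: 0% = vehicle with enzyme and substrate and 100% = no enzyme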
Starred values were filed as active, the others as inactive; i = inactive; x = not tested or not shown. Outcome played no part in choosing rows; overall some 4.1% were active at least once.

SMILES | ADAM17 inh | DDE Tn6 FP inh | PLCg1 inh | UHRF1 MBD2 ctr | ARFGAP1 inhibitor | proKLK7 act | MBD2 DNA inh | PLC-beta3 inh | Tn7 DDE FP | ASAP1 inh
CCC(=O)N1CCN(c2cc(N3CCN(C)CC3)c(F)cc2[N+](=O)[O-])CC1 | 0 | -2 | 4 | -2 | 13 | -0.2 | -11 | -3 | -3 | -3
CN1CCN(C(=O)/C=C/c2ccccc2)CC1 | 4 | -5 | 1 | 1 | 12 | 0.1 | -8 | -2 | -5 | -14
COc1ccccc1CNC(=O)Nc1nnc([C@H]2C[C@H](O)[C@@H](CO)O2)s1 | -5 | 2 | 0 | -3 | -13 | 0.1 | -4 | 2 | -1 | 1
COc1ccc(C(=O)CSc2nnc(-c3ccc(S(=O)(=O)N4CCOCC4)cc3)o2)cc1 | -3 | 2 | -1 | -1 | -1 | -0.2 | -6 | 1 | -3 | -2
O=C(NNC(=O)c1cc(Cl)ccc1[N+](=O)[O-])c1csc(N2CCOCC2)n1 | -2 | 4 | 5 | 3 | -4 | -0.1 | -3 | 0 | 7 | 1
CCOc1ccc(C2=NNC(c3cccs3)=Nc3ccc(OC)cc32)cc1OCC | -3 | 0 | 1 | -1 | 2 | -0.2 | 3 | -1 | -1 | 6
Cc1ccc(S(=O)(=O)N2CCN(C(=O)CN3C(=O)NC(C)(c4ccc5ccccc5c4)C3=O)CC2)cc1 (configuration not stated) | 2 | -3 | 1 | 0 | -3 | 0.1 | -4 | 4 | -1 | -3
CC(=O)Nc1ccc(CNc2nc(NCC3CC3)nc3ccsc23)cc1 | -5 | 8 | 5 | 4 | -2 | -0.3 | 2 | 4 | 1 | 3
CNC(=O)C(=O)NCCN1CCN(S(=O)(=O)c2ccc3ccccc3c2)CC1 | 2 | 8 | 2 | 4 | -4 | 0.3 | 2 | -2 | -10 | 17
COC(=O)CCCn1cc(CN2CC(N3CCCCC3)CS2(=O)=O)nn1 (configuration not stated) | -3 | 4 | 2 | 17 | 4 | -0.3 | 5 | -1 | -3 | -5
Cc1nc(NCc2ccco2)nc2c1C(=O)CC(C)C2 (configuration not stated) | -1 | -7 | -1 | 0 | 6 | -0.8 | -1 | 4 | -5 | 1
CC1CN(Cc2c(O)ccc3c(=O)c(-c4ccccc4Cl)coc23)CC(C)O1 (configuration not stated) | -370 | -2 | i | 0 | -3 | 90* | 6 | i | -1 | -4
CN(c1ccccc1)c1nc(-n2ccnc2)nc(-n2ccnc2)n1 | -4 | 2 | -3 | -2 | -4 | 0.4 | 5 | -1 | 5 | -8
Cc1cc(C)c(C)c(OCC(=O)NCc2nc(-c3ccccc3)no2)c1 | 1 | 12 | -1 | -2 | 2 | 0.0 | -4 | -4 | 4 | 2
C[C@@H]1CC[C@]2(C(=O)O)CC[C@]3(C)C(=CCC4[C@@]5(C)CC[C@H](O)[C@@](C)(C(=O)O)C5CC[C@]43C)C2[C@]1(C)O (some centres not stated) | 2 | 2 | 4 | 7 | -6 | -0.4 | -3 | 4 | -5 | -8
CC(=O)Nc1ccc(C(=O)CSc2nnnn2C(C)C)cc1 | -1 | 0 | 1 | 0 | -1 | 0.3 | -1 | 2 | -7 | 6
CCCCN1C(=O)CCC(C(=O)O)C1c1ccc(OC)cc1 (configuration not stated) | -2 | 8 | 1 | 0 | -1 | -1.0 | -2 | 3 | 2 | -1
COc1ccc(NC(=O)COc2ccc(/C=C/c3cc[n+](C)cc3)cc2OC)cc1 | -20 | 5 | i | -5 | 2 | 31* | -4 | i | -2 | 5
CC(C)(C)NC(=O)NC(=O)COC(=O)Cc1c(Cl)cccc1Cl | 3 | -3 | 9.8* | 5 | 14 | 0.2 | 4 | -5 | 0 | -1
C[C@H](CO)N1C[C@H](C)[C@@H](CN(C)Cc2ccc(C(=O)O)cc2)Oc2c(NS(=O)(=O)c3ccc(F)cc3)cccc2C1=O | 0 | 3 | 3 | 2 | -7 | 1.2 | -6 | 2 | 4 | -10
Cc1cccc(N(Cc2ccccc2)C(=O)C2CCN(C(=O)c3ccccc3C)CC2)c1 | 3 | -7 | 0 | -1 | -2 | -0.1 | -4 | -7 | 2 | 1
O=C(CSc1ccc2ccccc2n1)N1CCC(c2noc3ccc(F)cc23)CC1 | -2 | 6 | -1 | -3 | -1 | 0.3 | -2 | 2 | -4 | 4
CCOC(=O)CN1C(=O)C(Sc2n[nH]c(-c3cccc(C)c3)n2)CCc2ccccc21 (configuration not stated) | -2 | -5 | 0 | -1 | 9 | 0.7 | 5 | -2 | -1 | 7
CCN(CC(=O)NCc1ccc(F)cc1)CC(=O)NC1CCCC1 | -3 | 6 | -1 | -2 | 13 | 0.0 | 3 | -2 | 6 | -2
Cc1nn(-c2ccc(NC(=O)c3ccncc3)cc2)c(C)c1Cl | 0 | -2 | 0 | 1 | 6 | 0.1 | -4 | -3 | -9 | 2
Next section:
SMILES | ADAM17 inh | DDE Tn6 FP inh | PLCg1 inh | UHRF1 MBD2 ctr | ARFGAP1 inhibitor | proKLK7 act | MBD2 DNA inh | PLC-beta3 inh | Tn7 DDE FP | ASAP1 inh
CCn1cc(C(=O)NCCc2ccccc2)c(=O)c2cc(S(=O)(=O)N(C)C)ccc21 | -2 | 1 | 0 | 3 | -9 | -0.2 | -3 | 1 | -4 | 3
COc1ccccc1NC(=S)NCc1cccnc1 | 3 | 11 | 6 | 1 | 12 | -0.9 | -1 | 4 | -11 | -2
O=C(CSC1=NNC(c2ccccn2)S1)Nc1ccc(C(F)(F)F)cc1 (configuration not stated) | 4 | 0 | -3 | -12 | 8 | -0.2 | -4 | -10 | -3 | 0
CCN(CC)S(=O)(=O)c1cc(NC(=O)CCc2c(C)noc2C)ccc1C | 0 | -1 | 3 | 0 | 8 | -0.3 | -1 | 3 | -1 | 6
Cc1ccccc1Oc1nc2c(C)cccn2c(=O)c1/C=C(\C#N)C(=O)Nc1c(C)n(C)n(-c2ccccc2)c1=O | -8 | 1 | -18 | -2 | 3 | 0.6 | -3 | -28 | 2 | -20
Cc1c(CCC(=O)NCC(=O)NCC(=O)O)c(=O)oc2cc3oc4c(c3cc12)CCCC4 | -222 | -1 | -405 | -3 | -4 | -33 | 2 | i | -3 | 7
COC(=O)c1cc(C#N)c(N2CCN(C)CC2)nc1C | -1 | 5 | -2 | 0 | 0 | 0.4 | -1 | -1 | -8 | 5
O=C(N[C@@H]1c2ccccc2CC[C@@H]1OCc1ccccc1)c1ccc(C(F)(F)F)cc1 | 6 | 2 | 2 | -1 | -7 | 0.6 | -6 | 2 | -2 | 3
O=C(Nc1ccc2c(c1)OCO2)c1cc(C2CCCCN2S(=O)(=O)c2ccccc2)on1 (configuration not stated) | 6 | -8 | 3 | 1 | -3 | 0.8 | -7 | 5 | 2 | -12
O=c1cc(-c2c(O)c3ccccc3n(Cc3ccccc3)c2=O)[nH][nH]1 | -5 | -7 | -15 | 0 | -11 | -2.3 | -1 | -24 | 3 | -19
Cc1ccc(-c2ccc(CCC(=O)O)n2NC(=O)c2cccs2)cc1 | -4 | 8 | -4 | 1 | -3 | 1.0 | -6 | -5 | 7 | 6
COc1ccc(-c2coc3c(C(=O)NCc4ccc(C(F)(F)F)cc4)cccc23)c(C)c1 | 3 | -4 | -3 | 0 | -4 | 0.1 | 2 | 0 | 6 | -6
Cc1ccc(-n2cnc3c(sc4nc(N5CCOCC5)c5c(c43)CCCC5)c2=O)cc1 | -3 | 3 | -3 | -1 | 11 | -0.7 | -5 | -7 | 3 | 4
CCSC1=C(C#N)C(c2ccc(Cl)cc2)C2=C(CCCC2=O)N1 (configuration not stated) | -14 | -4 | -49 | 2 | -6 | 1.0 | -1 | -59 | 1 | -5
CCOc1ccc(N2CC(C(=O)NCCc3ccc(OC)c(OC)c3)CC2=O)cc1 (configuration not stated) | -6 | 5 | 1 | 0 | -13 | -0.5 | -2 | 0 | 3 | -14
O=C(CSc1c2c(nc3cc(Cl)ccc13)CCCC2)NCc1ccco1 | -1 | -1 | -6 | 2 | -10 | -0.7 | 3 | -13 | -7 | -6
CCn1c(Cc2ccc(OC)cc2)nnc1SCC(=O)Nc1cccc(C(=O)OC)c1 | 2 | 3 | 5 | -1 | -6 | 0.9 | 0 | -1 | -6 | -5
COc1ccc(OCc2cccc(C(=O)Nc3ccc(CN4CCCCC4)cc3)c2)cc1 | -1 | 5 | 5 | 0 | -6 | 0.2 | 2 | 5 | 8 | -10
O=C(CN1C(=O)CSc2ccc(S(=O)(=O)N3CCOCC3)cc21)NCc1c(F)cccc1Cl | -5 | -6 | 1 | 0 | -7 | 0.1 | 0 | 0 | 2 | 4
O=C(Nc1ccccc1)OC1CC2CC1C1CCCC21 (configuration not stated) | 1 | -2 | 1 | 3 | 6 | 0.1 | 0 | -2 | 2 | 4
COc1cccc(NC(=O)C2CCCN2C(=O)NCc2ccccc2OC)c1 (configuration not stated) | -4 | -5 | -2 | -1 | x | 0.4 | 3 | 1 | 5 | x
CCCNC(=O)CC(NS(=O)(=O)c1ccc(OC)cc1)c1ccco1 (configuration not stated) | -3 | 0 | -1 | 1 | -9 | -0.3 | 1 | -6 | -8 | 1
CC(NC(=O)C(CC(=O)OC(C)(C)C)NC(=O)OC(C)(C)C)C(N)=O (configuration not stated) | -4 | -7 | 4 | 6 | 21 | 0.4 | 8 | 3 | 2 | 7
O=c1cc(CSCc2ccc(Cl)cc2)[nH]c(=O)[nH]1 | -1 | -2 | 1 | 0 | -10 | -0.2 | -6 | -4 | 1 | 1

Retrieved by structure from above (4):
SMILES | ADAM17 inh | DDE Tn6 FP inh | PLCg1 inh | UHRF1 MBD2 ctr | ARFGAP1 inhibitor | proKLK7 act | MBD2 DNA inh | PLC-beta3 inh | Tn7 DDE FP | ASAP1 inh
CCCNC(=O)CC(NS(=O)(=O)c1ccc(OC)cc1)c1ccco1 (configuration not stated) | -3 | 0 | -1 | 1 | -9 | -0.3 | 1 | -6 | -8 | 1
CCSC1=C(C#N)C(c2ccc(Cl)cc2)C2=C(CCCC2=O)N1 (configuration not stated) | -14 | -4 | -49 | 2 | -6 | 1.0 | -1 | -59 | 1 | -5
O=C(CSC1=NNC(c2ccccn2)S1)Nc1ccc(C(F)(F)F)cc1 (configuration not stated) | 4 | 0 | -3 | -12 | 8 | -0.2 | -4 | -10 | -3 | 0
O=C(N[C@@H]1c2ccccc2CC[C@@H]1OCc1ccccc1)c1ccc(C(F)(F)F)cc1 | 6 | 2 | 2 | -1 | -7 | 0.6 | -6 | 2 | -2 | 3
